# Hck Nef HTS: blocks Nef-activated human Hck kinase; Recombinant Hck-YEEI plus Nef, Z-Lyte FRET kinase assay; inhibition, % at 20 µM; 220,000 compounds, 0.68% hits;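 active = Hck-Nef kinase inhibition above about 50%, limit read from the data; inactive = inhibition below that limit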;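 also: 0% = DMSO with Hck plus Nef and 100% = Hck alone without Nef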
# Target sequence (P08631 whole entry, looked up): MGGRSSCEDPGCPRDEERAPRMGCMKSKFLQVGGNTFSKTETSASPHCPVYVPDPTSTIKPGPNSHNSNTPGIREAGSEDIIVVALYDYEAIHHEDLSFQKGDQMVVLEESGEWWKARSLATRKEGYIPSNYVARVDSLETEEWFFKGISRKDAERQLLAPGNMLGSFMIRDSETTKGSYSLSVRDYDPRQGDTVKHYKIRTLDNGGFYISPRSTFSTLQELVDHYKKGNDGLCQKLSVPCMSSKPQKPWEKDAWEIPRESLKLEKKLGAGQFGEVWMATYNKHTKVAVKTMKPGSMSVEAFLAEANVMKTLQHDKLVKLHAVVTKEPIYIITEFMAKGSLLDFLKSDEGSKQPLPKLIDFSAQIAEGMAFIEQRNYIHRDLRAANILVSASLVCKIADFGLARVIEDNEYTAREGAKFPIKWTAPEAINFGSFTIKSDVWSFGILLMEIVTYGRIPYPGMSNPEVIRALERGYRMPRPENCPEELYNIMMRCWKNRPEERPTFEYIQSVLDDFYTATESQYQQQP
# p97 ATPase inh: human p97 ATPase inhibition; P55072; recombinant p97 ATPase, Kinase-Glo ATP luminescence, 3 h; inhibition, % at 8 µM; 220,000 compounds, 0.42% hits; AID 1481; in the data active = inhibition above about 15%;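 also: 0% = DMSO vehicle and 100% = wells lacking enzyme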
# NPY2 pot ag: human NPY-Y2 potentiation or agonism, primary screen. P49146. cells expressing NPY-Y2, potentiator/agonist read-out. activation, % at 3.6 µM. 220,000 compounds, 0.45% hits. AID 1359; in the data active = activation above about 27%;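 also: cells stimulated with NPY near EC25 plus isoproterenol at EC100; 0% = vehicle plus submaximal agonist and 100% = vehicle plus saturating agonist; some results beyond the cut were filed as inactive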
# Mdm2 ligase inh: inhibitors of human Mdm2 E3 ubiquitin ligase | Q00987 | cell-based MDM2 ubiquitination luciferase reporter, 2 h; 0 = plate control, 100 = twice control, blank-subtracted | signal enhancement, % at 5 µM | 210,000 compounds, 0.11% hits | AID 1230;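 active = signal enhancement of 30% or more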;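 also: luminescence tracks abundance of the self-degrading MDM2-luciferase fusion protein; higher signal means inhibition of MDM2 E3 ligase activity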
# Target sequence (Q00987 whole entry, looked up, the tested form may be a part): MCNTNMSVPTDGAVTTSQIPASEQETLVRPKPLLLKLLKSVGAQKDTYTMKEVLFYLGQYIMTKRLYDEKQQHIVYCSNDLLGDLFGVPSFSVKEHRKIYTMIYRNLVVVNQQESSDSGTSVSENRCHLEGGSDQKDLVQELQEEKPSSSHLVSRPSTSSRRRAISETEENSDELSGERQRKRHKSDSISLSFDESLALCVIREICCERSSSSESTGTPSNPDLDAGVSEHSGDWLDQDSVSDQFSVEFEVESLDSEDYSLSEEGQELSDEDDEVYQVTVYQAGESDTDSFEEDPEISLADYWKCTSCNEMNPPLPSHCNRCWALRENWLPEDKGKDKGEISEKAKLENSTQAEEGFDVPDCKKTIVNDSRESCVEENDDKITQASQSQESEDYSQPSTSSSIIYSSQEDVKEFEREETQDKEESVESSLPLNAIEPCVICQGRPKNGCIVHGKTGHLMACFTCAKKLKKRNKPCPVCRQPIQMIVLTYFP
#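 Assay system: mammalian cells stably expressing self-ubiquitinating, self-degrading MDM2 E3–luciferase fusion. Quantity: 2000 cells in each well. Medium: DMEM culture medium. Compound dosing: single-point 5 µM. Timing: cell settling 4 h, compound treatment 2 h, both 37 °C. Technique: luciferase luminescence. Read-out basis: percent signal gain over controls, blank-subtracted. Benchmarks: plate controls and plate blanks.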
# NPY Y1 blocker: NPY-Y1 (human) receptor antagonism. inhibition, % at 3.6 µM. 200,000 compounds, 1% hits. P25929. AID 1040. HEK293-CNG Y1 cells, membrane potential fluorescence; NPY at EC95, then isoproterenol;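 active = inhibition above the campaign mean inhibition of all tested compounds plus 3 SD, cut at about 20% in these data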;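 also: 0% = DMSO wells given NPY plus isoproterenol and 100% = isoproterenol alone without NPY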
#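 Material: Y1- and CNG-channel-expressing HEK293 cells / Probe or stimulus: NPY 25 nM then isoproterenol 1 µM plus Ro 20-1724 25 µM / Doses: 3.6 µM single dose, DMSO 0.4% / Schedule: compound incubation 1 h at room temperature, readout 45 min post-stimulation / Signal: membrane potential fluorescence / Benchmarks: isoproterenol-only wells as full block versus NPY-plus-isoproterenol wells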
# NPY-Y1 PAM-ag: potentiates or activates human NPY-Y1 receptor; 220,000 compounds, 0.37% hits; activation, % at 3.6 µM; NPY-Y1 expressing cells, potentiator/agonist activation; P25929; in the data active = activation above about 33%, passing the limit was not always enough;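 also: cells stimulated with NPY at EC10 then isoproterenol at EC100; 0% = low agonist plus stimulus and 100% = saturating agonist plus stimulus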
# Runt-CBFb FRET: blocks binding of human RUNX1 Runt domain to CBFb | Cerulean-Runt/Venus-CBFb FRET ratio 530/480, 1 h | inhibition, % at 20 µM | 220,000 compounds, 0.46% hits | AID 1496;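 active = inhibition over about 50% at 20 µM in the single-dose screen, limit read from the data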;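 also: 0% = DMSO wells and 100% = excess unlabeled CBFb competitor control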
#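 Assay system: Cerulean-tagged RUNX1 Runt domain (FRET donor) fusion protein / Amount: 100 nM each of Venus-CBFb and Cerulean-Runt domain / Medium: Tris buffer pH 7.5 with salts and BSA / Also added: Venus-CBFb 100 nM / Schedule: 1 h complex formation plus 1 h compound treatment, room temperature / Signal: FRET fluorescence / Read-out: loss of energy transfer signal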
# Runt-SMMHC FRET: inhibitors of human RUNX1 Runt domain binding to CBFb-SMMHC. Q01196+Q13951. Cerulean-Runt/Venus-CBFb-SMMHC FRET ratio 530/480, 1 h. inhibition, % at 20 µM. 220,000 compounds, 0.74% hits;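 active = mean inhibition across duplicate retests at 20 µM reaching about 50%, limit read from the data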;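 also: 0% = DMSO wells and 100% = wells with excess untagged CBFb-SMMHC; inhibitors lower the FRET ratio by blocking Runt binding to CBFb-SMMHC; some results filed as inactive read as strong as hits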
# RBBP9 inh: blocks human serine hydrolase RBBP9 | recombinant RBBP9, FP-Rh probe fluorescence polarization | 220,000 compounds, 0.2% hits | inhibition, % at 7.94 µM | AID 1515;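 active = inhibition above the campaign mean of all tested compounds plus 3 SD, cut at about 14% in these data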;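 also: plate controls were DMSO wells with RBBP9 for no effect and wells lacking RBBP9 protein for full effect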
#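 Measured by: FP readout at 525/598 nm; material: recombinant human RBBP9; also added: Serine-hydrolase probe FP-Rh, 375 nM pre-mixing; medium: Tris buffer pH 8.0, NaCl, Pluronic; replication: one well per compound; doses: one concentration, 7.94 µM nominal, 0.794% DMSO; timing: preincubation 30 min plus labeling 45 min at 25 °C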
# * = called active by the depositor; x = not tested or not shown. Compounds were not picked by outcome (roughly 3.5% active in at least one column).
SMILES,Hck Nef HTS,p97 ATPase inh,NPY2 pot ag,Mdm2 ligase inh,NPY Y1 blocker,NPY-Y1 PAM-ag,Runt-CBFb FRET,Runt-SMMHC FRET,RBBP9 inh
C=C(C)CSc1nnc(-c2cc(OC)c(OC)c(OC)c2)n1N,5,0,-7,2,-4,-13,0,1,-2
CCn1c(SCC(=O)Nc2nc(-c3ccc(C)cc3)cs2)nnc1-c1ccccc1O,0,4,-2,-20,-12,9,2,1,-30
Cc1cc(OCc2ccc(F)cc2)nc(-c2ccccc2O)n1,3,-1,3,-8,6,-7,-1,1,-8
O=C(CSc1nnc(CN2CCCCCC2=O)n1-c1ccccn1)NCC(F)(F)F,2,8,14,-7,-1,3,-1,-4,-8
O=C(CCn1c(=O)oc2ccccc21)Nc1ccon1,-9,3,-2,0,-3,-20,-1,-2,0
CCCCNc1c([N+](=O)[O-])cc(C)cc1[N+](=O)[O-],1,2,-10,-7,0,-10,-2,-7,-4
Cc1nn(C)cc1/C=C1\CCC/C(=C\c2cn(C)nc2C)C1=O,1,3,1,-2,-6,-5,12,24,5
COc1ccc(O)c(-c2cn[nH]c2-c2cccs2)c1,13,2,17,2,-2,-12,3,1,0
C=CCn1c(SCC(=O)NC2CC2)nc2sc(CC)cc2c1=O,6,1,6,-9,-3,-14,-2,-1,-1
CCN=C(NCC)SC1CC(=O)N(c2cccc(OC)c2)C1=O (centres undefined),-3,3,0,-12,2,-5,-2,-4,-1
COc1ccc(-n2c(CNC(=O)c3ccc(S(=O)(=O)N4CCCC4)cc3)n[nH]c2=S)cc1,3,4,1,-12,4,6,6,0,0
O=C1CCCN1CCC1CCCCN1Cc1nc(-c2cnccn2)no1 (centres undefined),-5,0,4,-12,-5,-12,-2,2,1
CC(NC(=O)Nc1ccc(O)cc1)(C(F)(F)F)C(F)(F)F,-2,30*,0,-2,-9,-5,8,5,10
CN(c1ccccc1)S(=O)(=O)c1ccc(NC(=O)c2ccccc2)cc1,2,4,0,11,-4,0,0,2,-11
Cc1sc(/N=C/c2ccccc2O)c(C#N)c1C,0,-1,0,-16,2,-16,6,-134,8
CCCn1c(NCc2cc(C)ccc2O)nc2ccccc21,2,-1,-11,-3,8,17,2,0,-6
CCOC(=O)c1ccc(Nc2ncnc3c2cnn3C)cc1,1,-3,-7,-4,7,-2,-2,0,-7
O=C(Nc1ccc(N2CCOCC2)c(Cl)c1)c1c(F)c(F)c(F)c(F)c1F,0,-1,-18,-6,6,1,-1,-4,1
Cc1ccc(-n2c(-c3ccco3)nc3nc4ccccc4nc32)cc1,-7,5,17,1,0,6,-27,-17,-4
O=c1c2c3n(c(=O)nc2[nH]n1-c1ccccc1)CCCCC3,2,-1,-8,0,1,4,-2,-3,2
O=C(COC(=O)c1cccc(S(=O)(=O)N2CCCC2)c1)Nc1ccccc1,19,4,-6,-7,-5,3,0,-5,-4
COC(=O)c1cc(OC)c(OC)cc1NC(=O)C(C)c1ccc([N+](=O)[O-])cc1 (centres undefined),5,1,1,-6,8,-33,-10,-9,-8
O=c1c2ccccc2c(C=NCCc2ccccc2)c(O)n1Cc1ccccc1,-12,0,-20,-23,4,-15,1,0,-11
CCCOc1ccc(-c2nnc(-c3cccs3)o2)cc1,12,-4,-7,-41,4,-17,-6,-11,-2
CC1=CC(C)(C)Nc2ccc(OC(=O)CN3C(=O)C4CCCCC4C3=O)cc21 (centres undefined),3,-3,-9,-13,4,13,2,1,-8

# 3 entries already listed, ordered by length of the SMILES, rising:
SMILES,Hck Nef HTS,p97 ATPase inh,NPY2 pot ag,Mdm2 ligase inh,NPY Y1 blocker,NPY-Y1 PAM-ag,Runt-CBFb FRET,Runt-SMMHC FRET,RBBP9 inh
CCCn1c(NCc2cc(C)ccc2O)nc2ccccc21,2,-1,-11,-3,8,17,2,0,-6
Cc1nn(C)cc1/C=C1\CCC/C(=C\c2cn(C)nc2C)C1=O,1,3,1,-2,-6,-5,12,24,5
O=C(COC(=O)c1cccc(S(=O)(=O)N2CCCC2)c1)Nc1ccccc1,19,4,-6,-7,-5,3,0,-5,-4

# The listing continues.
SMILES,Hck Nef HTS,p97 ATPase inh,NPY2 pot ag,Mdm2 ligase inh,NPY Y1 blocker,NPY-Y1 PAM-ag,Runt-CBFb FRET,Runt-SMMHC FRET,RBBP9 inh
CCn1nnc(NC(=O)c2ccc(-c3ccc(Cl)cc3)o2)n1,2,3,-2,-6,7,-24,16,7,-12
Cc1ccc2nc(Cl)c(C#N)cc2c1,21,2,-5,6,-1,-8,1,2,-7
CN(Cc1ccccc1)C(=O)CN(c1ccc(F)cc1)S(=O)(=O)c1ccc2c(c1)OCCO2,-8,1,1,x,-2,23,-2,-3,-3
CCC(OCC(O)CN1CCN(CCN2C(=O)c3cccc4cccc(c34)C2=O)CC1)c1ccccc1 (centres undefined),0,-9,29,-7,2,42,-6,-4,-7
COc1ccc(OC)c(CCNC(=O)CC2Oc3ccccc3NC2=O)c1 (centres undefined),0,-8,3,-5,0,-21,2,1,-8
CCOC(=O)C1CCN(C(=O)C2(NC(=O)Nc3cccc(F)c3)CCCCC2)CC1,-9,1,5,-13,4,2,-2,-6,-10
Cc1cccc(N(C(=O)c2nsc(Cl)c2Cl)C(C(=O)NC2CCCC2)c2ccc(O)cc2)c1C (centres undefined),0,3,-7,-1,11,-30,0,0,-8
O=C(Nc1cccnc1)OC1CCCC1,17,4,6,-11,5,15,1,1,-1
Cc1onc(-c2ccc(Cl)cc2)c1-c1ccnc(SCC(=O)Nc2cc(Cl)cc(Cl)c2)n1,-3,3,-18,-12,x,-17,2,8,2
CCOC(=O)Cc1csc(SCc2nc3ccccc3c(=O)[nH]2)n1,-2,-7,-18,-34,-9,-17,-2,0,-13
COC(=O)c1nnn(CC(=O)NC(=O)Nc2c(C)cccc2C)c1C(=O)OC,-2,2,7,6,1,4,-3,2,4
COC(=O)c1ccc(Cl)c(NC(=O)CN(c2ccccc2)S(=O)(=O)c2ccc(OC)cc2)c1,1,-1,-15,-24,1,-28,-2,1,-6
CNC(=O)NC(=O)C(C)OC(=O)c1c(C)noc1C (centres undefined),2,3,2,0,-9,7,1,0,-3
CC(C)CN(C(=O)COC(=O)c1ccc([N+](=O)[O-])o1)C1CCS(=O)(=O)C1 (centres undefined),0,-3,4,2,4,-2,1,1,-1
O=[N+]([O-])c1ccc(-n2cccc2/C=N/Nc2nc(N3CCCCC3)nc(N3CCCCC3)n2)cc1,18,0,-3,-8,5,-22,x,x,-6
Cc1c(C)c(C)c(/C=[N+](/C)[O-])c(C)c1C,2,3,-3,-2,9,0,-2,-6,-8
COc1ccc(NC(=O)C(C)N2c3cccc4cccc(c34)S2(=O)=O)cc1 (centres undefined),-3,2,-8,-3,17,-23,2,-4,-12
CN1Cc2ccccc2N(CC(=O)NCc2ccccc2)C1=O,-1,0,-16,-6,-2,14,-1,2,1
CCOc1ccc(N2C(=O)CC(SC(=NC)Nc3cccc(OC)c3)C2=O)cc1 (centres undefined),24,2,14,-15,-5,14,x,x,-11
CCOc1ccc(NC(=O)CCn2cccc2)cc1,5,4,-7,19,2,-4,-1,64,-5
O=C(Nc1nnc(-c2ccccc2Cl)o1)c1ccc(S(=O)(=O)N2CCCCCC2)cc1,1,1,8,2,0,-10,0,0,-10
COc1cc(SC)ccc1C(=O)N1CCCCCC1,-8,0,19,-12,2,11,3,-3,-6
Cc1cccc(NC(=O)c2ccc(NCCc3ccccc3)c([N+](=O)[O-])c2)c1,3,2,-5,x,-4,3,-17,-72,-13
Cc1ccc(-n2c(SCC(=O)N3CCOCC3)nnc2-c2cccnc2)cc1C,0,1,8,-13,0,-2,-1,1,-2
Nn1c(Cc2ccccc2F)nnc1SCC(=O)N1CC(=O)Nc2ccccc21,-12,-6,-2,-6,4,-7,0,-4,-6
N#Cc1cccc(Oc2ccc(-c3cnc4ccccc4n3)cc2)c1C#N,3,3,6,-5,1,-7,-4,-3,4
Cc1ccc(NC(=O)CN(C)c2ccc(S(=O)(=O)N3CCN(C)CC3)cn2)cc1,-1,-4,0,10,-1,-10,1,0,-3
COC(=O)C1CC(O)CN1S(=O)(=O)c1cccs1 (centres undefined),-15,-1,-9,-58,-1,13,1,1,-4
COc1cc(CCC(=O)OCC(=O)NCc2ccccc2)cc(OC)c1OC,-1,-1,-12,-2,-4,13,-2,21,-4
CCOC(=O)C(=CNc1cc(C)nn1C(C)(C)C)C(=O)OCC,1,2,-8,-8,1,2,-1,-2,-4

# Filtered by structure: those above containing a Cl atom.
SMILES,Hck Nef HTS,p97 ATPase inh,NPY2 pot ag,Mdm2 ligase inh,NPY Y1 blocker,NPY-Y1 PAM-ag,Runt-CBFb FRET,Runt-SMMHC FRET,RBBP9 inh
O=C(Nc1ccc(N2CCOCC2)c(Cl)c1)c1c(F)c(F)c(F)c(F)c1F,0,-1,-18,-6,6,1,-1,-4,1
CCn1nnc(NC(=O)c2ccc(-c3ccc(Cl)cc3)o2)n1,2,3,-2,-6,7,-24,16,7,-12
Cc1ccc2nc(Cl)c(C#N)cc2c1,21,2,-5,6,-1,-8,1,2,-7
Cc1cccc(N(C(=O)c2nsc(Cl)c2Cl)C(C(=O)NC2CCCC2)c2ccc(O)cc2)c1C (centres undefined),0,3,-7,-1,11,-30,0,0,-8
Cc1onc(-c2ccc(Cl)cc2)c1-c1ccnc(SCC(=O)Nc2cc(Cl)cc(Cl)c2)n1,-3,3,-18,-12,x,-17,2,8,2
COC(=O)c1ccc(Cl)c(NC(=O)CN(c2ccccc2)S(=O)(=O)c2ccc(OC)cc2)c1,1,-1,-15,-24,1,-28,-2,1,-6
O=C(Nc1nnc(-c2ccccc2Cl)o1)c1ccc(S(=O)(=O)N2CCCCCC2)cc1,1,1,8,2,0,-10,0,0,-10
